Source: PubChem
CCHFV vOTU inh = blocks the CCHF virus ovarian tumor domain protease. CCHFV vOTU protease, Pep-AMC fluorescence. inhibition, % at 11.5 µM. hit rate 0.55% among 370,000. AID 651958; further: 0% = vehicle wells with enzyme and 100% = no enzyme wells
VHR inh abs = inhibitors of human VHR1 phosphatase (DUSP3). AID 1654. hit rate 0.52% among 290,000. inhibition, % at 13.3 µM. P51452. recombinant VHR phosphatase, pNPP absorbance; in the data active means inhibition above about 50%; further: some compounds called inactive have numbers as strong as hits
Target sequence (P51452 whole entry, looked up): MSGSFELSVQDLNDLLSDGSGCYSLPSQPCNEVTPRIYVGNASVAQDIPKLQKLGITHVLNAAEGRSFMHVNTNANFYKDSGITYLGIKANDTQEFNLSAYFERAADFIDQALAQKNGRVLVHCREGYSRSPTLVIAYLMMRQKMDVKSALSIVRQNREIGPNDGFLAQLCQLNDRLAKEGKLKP
BioA inh = inhibitors of Mycobacterium tuberculosis BioA enzyme | purified M. tuberculosis BioA enzyme, plate reader | inhibition, % at 9.99 µM | hit rate 0.096% among 360,000 | AID 602481; in the data active means inhibition above about 40%; inconclusive means no clear call, values can overlap the other calls
BoNT-F LC inh = BoNT F light chain protease inhibition; hit rate 0.22% among 360,000; AID 588497; inhibition, % at 10 µM; Multiplex microsphere protease cleavage assay, flow cytometry; in the data active means inhibition above about 35%, passing the limit was not always enough; inconclusive means no clear call, values can overlap the other calls; further: plate controls were buffer without enzyme for full effect and enzyme alone for no effect
FadD28 FP inh = M. tuberculosis FadD28 bisubstrate binding inhibition | FadD28 bisubstrate probe binding, fluorescence polarization | inhibition, % at 12.5 µM | hit rate 0.22% among 360,000 | AID 588549; in the data active means inhibition above about 8.5%, passing the limit was not always enough; inconclusive means no clear call, values can overlap the other calls
UGM FP inh = blocks M. tuberculosis UGM enzyme; P9WIQ1; purified UGM, fluorescence polarization probe displacement; inhibition, % at 10 µM; hit rate 0.06% among 320,000; AID 504406; in the data active means inhibition above about 10%, passing the limit was not always enough; inconclusive means no clear call, values can overlap the other calls
Target sequence (P9WIQ1 whole entry, looked up): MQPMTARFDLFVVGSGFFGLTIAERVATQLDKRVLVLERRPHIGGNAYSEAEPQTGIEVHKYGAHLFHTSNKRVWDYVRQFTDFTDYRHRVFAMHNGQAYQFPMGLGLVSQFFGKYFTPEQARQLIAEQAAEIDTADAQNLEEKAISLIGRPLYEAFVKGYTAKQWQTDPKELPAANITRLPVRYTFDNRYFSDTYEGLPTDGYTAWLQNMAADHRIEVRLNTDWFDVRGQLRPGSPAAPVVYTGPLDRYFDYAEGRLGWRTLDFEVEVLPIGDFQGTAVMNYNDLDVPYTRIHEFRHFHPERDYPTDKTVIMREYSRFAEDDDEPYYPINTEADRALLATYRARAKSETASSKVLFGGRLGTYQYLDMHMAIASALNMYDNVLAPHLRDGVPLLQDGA
MazEF act = activators of E. coli MazEF toxin-antitoxin RNase. P0AE70. FAM/BHQ RNA-DNA oligo cleavage fluorescence, 5 h. activation, % at 20 µM. hit rate 0.32% among 350,000; in the data active means activation above about 50%
FBA Mtb inh = Mtb fructose-bisphosphate aldolase inhibition. P9WQA3. purified M. tuberculosis FBA, fluorescence read-out. hit rate 2.3% among 360,000. AID 588726. inhibition, % at 1 µM; in the data active means inhibition above about 27%;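 further: 0% = vehicle and 100% = reference inhibitor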
Target sequence (P9WQA3 whole entry, looked up): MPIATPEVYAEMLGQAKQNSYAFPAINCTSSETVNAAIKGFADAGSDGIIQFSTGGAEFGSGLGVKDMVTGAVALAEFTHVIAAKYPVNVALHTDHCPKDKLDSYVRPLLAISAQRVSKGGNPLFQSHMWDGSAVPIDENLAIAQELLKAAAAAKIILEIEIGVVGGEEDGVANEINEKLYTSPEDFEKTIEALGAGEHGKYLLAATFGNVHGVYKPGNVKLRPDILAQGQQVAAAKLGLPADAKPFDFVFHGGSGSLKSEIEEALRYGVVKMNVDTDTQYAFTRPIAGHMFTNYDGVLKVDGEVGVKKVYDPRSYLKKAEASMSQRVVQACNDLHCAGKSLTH
GDH-TPI counter = inhibits GDH-TPI coupling enzymes, artifact for Mtb FBA screen | inhibition, % at 4.8 µM | hit rate 1.2% among 360,000 | GDH-TPI coupled enzyme counterscreen, NADH absorbance;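 further: 0% = DMSO wells and 100% = wells lacking the enzyme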
Rv3671c inh = inhibits the M. tuberculosis serine protease Rv3671c; hit rate 0.048% among 320,000; inhibition, % at 5.96 µM; in the data active means inhibition above about 38%;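 further: extracellular domain of Rv3671c used as enzyme; 0% = enzyme with DMSO and 100% = no enzyme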
Active calls of the source: *; ? = inconclusive; nt = not tested or not shown. Unless noted, no stated cut-off is given here; in the data, active means inhibition above about 30%; inactive means the rest.

canonical_smiles	CCHFV vOTU inh	VHR inh abs	BioA inh	BoNT-F LC inh	FadD28 FP inh	UGM FP inh	MazEF act	FBA Mtb inh	GDH-TPI counter	Rv3671c inh
C/C(=N\NC(N)=O)c1ccc(Cl)s1	2	4	-0.6	1	-1.5	6.4	1	-5	11	-12
O=c1c(F)cn(C2CCCO2)c(=O)n1Cc1ccccc1F (stereo not given)	0	-11	-0.4	1	0.4	-1.9	6	3	18	0
CCn1cc(CN2CCC(C(=O)Nc3ccc(Oc4ccccc4)nc3)CC2)cn1	1	14	-1.4	-6	-0.4	-0.3	2	1	-4	-1
CCCSc1nnc(-c2cccc(S(=O)(=O)N(C)C)c2)n1-c1cc(OC)ccc1OC	-9	14	nt	-1	-4.4	0.3	-2	3	-1	-1
Cc1[nH][nH]c(=O)c1C(c1ccc(-c2ccc(F)cc2)o1)c1c(C)[nH][nH]c1=O	46*	18	nt	-9	-3.6	-0.4	-12	-8	4	-132
COC(=O)c1sccc1NC(=S)Nc1ccc(F)cc1F	-1	4	nt	0	0.2	1.1	10	70*	6	-2
Fc1ccc(NC(=S)N2CCn3cccc3C2c2cccnc2)cc1 (stereo not given)	13	12	3.6	-10	-1.3	1.6	4	0	0	-3
CCN1CC2CCCC3(C1)C(=O)NC1(CCCCC1)N=C23 (stereo not given)	-3	-16	-1.2	-1	-4.6	-2.2	-1	-2	-13	5
COc1ccc(-c2nc(C#N)c(NCc3ccccc3Cl)o2)cc1OC	-9	4	nt	-2	-0.9	0.4	5	57*	23	5
Cc1nccn1Cc1cccc2ccccc12	1	-2	0.5	8	-3.2	1.2	4	2	4	-8
COC(CNC(=O)c1c[nH]c2ccc(S(=O)(=O)N(C)c3ccc(F)cc3)cc2c1=O)OC	5	-20	-2.1	-19	-5.3	-4.0	5	15	5	5
CN(C)S(=O)(=O)Oc1ccsc1C(=O)Nc1ccc(Cl)cc1	9	28	nt	-12	-4.8	-1.2	0	-1	6	-6
COc1ccc(CCNc2cc(C)nc3c(-c4ccccc4)cnn23)cc1OC	-15	-15	nt	-8	1.3	-0.7	-11	9	9	6
N/C(=N\OC(=O)c1ccc2c(c1)OCO2)c1ccc(Cl)cc1	-6	-12	-0.6	-4	0.5	-0.6	13	2	3	-8
COc1cccc(CC(NC(C)=O)C(=O)NC2CCN(C(=O)NCc3ccccc3)CC2)c1 (stereo not given)	13	30	0.2	3	1.4	nt	11	0	5	nt
O=C(COC(=O)C1=COCCO1)NCCCc1ccccc1	-1	18	-1.8	-4	-1.2	0.3	1	3	3	11
Cc1nc2ccccc2n1CC(=O)NCc1ccccc1	-7	2	-5.6	4	-0.1	1.1	10	-1	-4	0
O=C1CCC[C@@H]2Cc3nc4ccccc4cc3[C@@H]3CCN1[C@H]23	6	nt	-0.6	3	-0.9	nt	4	1	9	nt
Cc1ccc(Cl)cc1N1CCN(S(=O)(=O)c2ccc(-c3ccc(=O)[nH]n3)o2)CC1	0	-18	nt	-7	-1.4	-0.4	15	-4	6	0
COc1ccc(N(C)S(=O)(=O)c2cccc(C(=O)Nc3nnc(C4CC4)s3)c2)cc1	4	-22	-0.7	-2	-2.7	1.7	4	-1	16	2
CC(=O)N1CCN(CCN=Cc2c(O)n(-c3ccc(F)cc3)c(=S)[nH]c2=O)CC1	13	6	-0.8	2	1.7	4.7	7	-2	14	-3
COc1ccc(C2c3c(ncn(CCCN4CCOCC4)c3=N)Oc3ccc4ccccc4c32)cc1OC (stereo not given)	3	8	nt	nt	-1.7	1.2	23	2	6	-4
Cc1ccc(C(=O)C[n+]2ccccc2C)cc1[N+](=O)[O-]	5	30	-2.8	?	-1.5	-0.5	2	3	2	4
O=C(NCCc1ccc(Cl)cc1)c1cc(=O)[nH]c2ccccc12	-13	27	-0.4	-11	-2.2	0.7	12	5	14	-5
CCc1cccc(NC(=O)NC2CCCCC2)c1	1	-2	-0.6	6	-1.9	-0.2	11	-5	8	13
Cc1cc(C(=O)CSc2nnc(-c3ccccc3)o2)c(C)n1CC1COc2ccccc2O1 (stereo not given)	-1	24	nt	-3	-2.5	-0.7	-14	0	12	-5
CC(CC(=O)OCC(=O)NCc1ccc(Cl)cc1)c1ccccc1 (stereo not given)	33*	nt	3.3	-4	-3.9	-0.4	0	2	-10	1
COc1ccc(NC(=O)Cc2cccc(F)c2)cc1S(=O)(=O)Nc1ccccc1Cl	-2	21	1.4	-2	-3.5	-1.8	16	2	4	-14
O=S(=O)(Cc1ccccc1)N1CCCCCC1	-16	3	-0.5	10	-2.0	1.0	6	4	-1	6
CCN1CCSc2ccc(C(=O)NCc3cccc(F)c3)cc21	-66	-14	-0.5	-18	-0.2	-1.2	7	49*	4	6

Retrieved by structure from the list above, 2 records:
canonical_smiles	CCHFV vOTU inh	VHR inh abs	BioA inh	BoNT-F LC inh	FadD28 FP inh	UGM FP inh	MazEF act	FBA Mtb inh	GDH-TPI counter	Rv3671c inh
O=C(COC(=O)C1=COCCO1)NCCCc1ccccc1	-1	18	-1.8	-4	-1.2	0.3	1	3	3	11
COc1cccc(CC(NC(C)=O)C(=O)NC2CCN(C(=O)NCc3ccccc3)CC2)c1 (stereo not given)	13	30	0.2	3	1.4	nt	11	0	5	nt

The results go on:
canonical_smiles	CCHFV vOTU inh	VHR inh abs	BioA inh	BoNT-F LC inh	FadD28 FP inh	UGM FP inh	MazEF act	FBA Mtb inh	GDH-TPI counter	Rv3671c inh
CC(=O)NNS(=O)(=O)c1ccccc1[N+](=O)[O-]	6	16	nt	3	-0.1	2.4	-1	1	7	-4
COc1ccc(C(=O)OCC(=O)Nc2ccc(Cl)c(C(F)(F)F)c2)c(OC)c1OC	3	3	1.4	-1	-3.8	0.7	-3	-5	-4	-18
Cc1ccc(C(=O)COC(=O)CCCC(=O)Nc2cc(C(F)(F)F)ccc2Cl)cc1C	20	-5	-1.2	-1	-3.4	2.5	-4	-2	-3	-12
CC(C)c1csc(CN2CCN(Cc3ccc(F)c(F)c3)C(CCO)C2)n1 (stereo not given)	-8	0	nt	-7	-0.5	-1.2	2	-1	7	-3
O=C1N=c2ccccc2=C1c1sc(=S)n(-c2ccc(O)cc2)c1O	-4	10	-1.2	0	-4.2	0.2	23	-4	5	-2
COc1ccc(CCNC(=O)c2[nH]c(C)c(C(C)=O)c2C)cc1	5	44	0.2	-6	0.4	-1.8	8	4	0	1
COc1ccc(NS(=O)(=O)c2cc(NC(=O)C3CCCCC3)ccc2N2CCOCC2)cc1	5	1	nt	2	-0.9	-0.2	6	-1	1	-4
COc1ccc(OC)c(-c2nnc3n2N=C(c2ccc(OC)c(OCC4CC4)c2)CS3)c1	nt	nt	2.6	-3	-7.3	-3.9	8	1	18	17
Cc1ccc(CCN2CC(C(=O)NCCN3CCCCCC3)CC2=O)cc1 (stereo not given)	15	28	-0.5	-8	-3.8	0.4	14	0	-11	-2
Cc1c(C(=O)/C=C/N(C)C)nnn1-c1ccc(Cl)cc1Cl	-5	9	nt	?	1.7	2.1	-16	-3	33*	-5
COc1ccc(C(=O)NC2CCN(CC(=O)Nc3cccc(OC)c3)CC2)cc1	1	10	0.3	nt	-1.2	-0.2	6	4	14	-3
CCCn1c2ccccc2c2nnc(SC(CC)C(=O)Nc3sc4c(c3C#N)CCCC4)nc21 (stereo not given)	-14	0	2.9	6	-0.3	0.7	6	8	10	-2
O=C(COC(=O)C1COc2ccccc2O1)Nc1cccc(Cl)c1 (stereo not given)	3	nt	-0.8	-10	-2.2	4.7	9	-1	9	2
COC(=O)c1ccc(CN2CCC(CO)(Cc3ccccc3Cl)CC2)cc1	9	8	nt	-2	-0.3	-2.7	3	0	3	-4
CNS(=O)(=O)c1cnccc1N1CCN(c2cccc(C)c2)CC1	6	20	1.0	-9	-0.9	-0.3	3	3	1	-2
Clc1ccc2c(NCCNC3CCCCC3)ccnc2c1	-7	nt	0.1	-15	-2.3	nt	9	8	13	nt
CC(C)(CO)CNC(=O)c1ccc2nc(Cc3cccc(Cl)c3)oc2c1	-2	6	0.0	?	-1.1	1.1	-1	1	5	-1
CCc1ccc(NC(=O)NC2CCCCCCC2)cc1	6	-12	0.8	-8	-2.0	-1.7	-3	0	-2	nt
CC1CCCCN1C(=O)c1ccc(C(=O)Nc2ccc(F)cc2)cc1 (stereo not given)	6	nt	2.7	-4	0.2	2.1	5	3	8	-2
CN1CCN(Cc2nc3ccccc3c(=O)n2Cc2nc(-c3cccc([N+](=O)[O-])c3)cs2)CC1	-4	-5	nt	-5	-2.4	nt	7	2	-2	nt
CCOc1ccc(N=CC2=C(O)CC(c3ccco3)CC2=O)cc1 (stereo not given)	-7	-1	-1.9	-1	-4.6	nt	-2	-1	25	-5
CC1(C)Cc2ccccc2C(c2cc3ccccc3oc2=O)=N1	1	16	-0.4	-5	-3.1	4.4	-4	-1	3	-5
Cc1csc2nc(CN3CCN(CC(=O)N(C)C)CC3)cc(=O)n12	-2	28	1.1	-5	1.4	0.3	7	11	18	1
Cc1c(C(c2cc(O)ccc2Cl)c2c(C)n(C)n(-c3ccccc3)c2=O)c(=O)n(-c2ccccc2)n1C	-17	nt	5.7	2	-1.1	1.8	5	5	17	5

One compound at a time (already shown):
Listed for Cc1c(C(c2cc(O)ccc2Cl)c2c(C)n(C)n(-c3ccccc3)c2=O)c(=O)n(-c2ccccc2)n1C : CCHFV vOTU inh: -17; VHR inh abs: nt; BioA inh: 5.7; BoNT-F LC inh: 2; FadD28 FP inh: -1.1; UGM FP inh: 1.8; MazEF act: 5; FBA Mtb inh: 5; GDH-TPI counter: 17; Rv3671c inh: 5
Listed for Cc1ccc(CCN2CC(C(=O)NCCN3CCCCCC3)CC2=O)cc1 (stereo not given) : CCHFV vOTU inh: 15; VHR inh abs: 28; BioA inh: -0.5; BoNT-F LC inh: -8; FadD28 FP inh: -3.8; UGM FP inh: 0.4; MazEF act: 14; FBA Mtb inh: 0; GDH-TPI counter: -11; Rv3671c inh: -2
Listed for CC1(C)Cc2ccccc2C(c2cc3ccccc3oc2=O)=N1 : CCHFV vOTU inh: 1; VHR inh abs: 16; BioA inh: -0.4; BoNT-F LC inh: -5; FadD28 FP inh: -3.1; UGM FP inh: 4.4; MazEF act: -4; FBA Mtb inh: -1; GDH-TPI counter: 3; Rv3671c inh: -5

Compounds as they come (roughly 4.9% active in at least one column).
